# High-throughput results (PubChem BioAssay)
# GPR151 activ – activates the human receptor GPR151. activation, % at 11.2 µM. PathHunter beta-arrestin GPR151 cells, luminescence. hit rate 1% among 650,000; in the data active means activation above about 4.9%;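 further: 0% = median of compound wells and 100% = cells with positive control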
# Target sequence (Q8TDV0 whole entry, looked up): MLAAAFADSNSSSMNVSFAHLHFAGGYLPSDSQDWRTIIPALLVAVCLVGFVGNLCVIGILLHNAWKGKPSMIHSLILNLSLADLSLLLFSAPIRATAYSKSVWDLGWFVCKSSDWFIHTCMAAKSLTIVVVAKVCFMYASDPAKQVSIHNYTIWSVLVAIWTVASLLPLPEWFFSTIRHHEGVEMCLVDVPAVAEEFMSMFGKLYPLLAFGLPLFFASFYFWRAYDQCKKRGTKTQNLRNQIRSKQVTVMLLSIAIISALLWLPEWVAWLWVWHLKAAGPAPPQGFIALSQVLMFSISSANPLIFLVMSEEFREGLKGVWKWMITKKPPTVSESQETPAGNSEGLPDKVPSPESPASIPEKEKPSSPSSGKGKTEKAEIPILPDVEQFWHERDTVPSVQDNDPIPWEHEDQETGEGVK
# FBW7 activator – human FBW7 E3 ligase activation, primary screen. AlphaScreen FBW7–phospho-cyclin E peptide binding, activator screen. hit rate 0.13% among 650,000. normalized activity (activation), % at 26.1 µM; in the data active means normalized activity above about 1.9%;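 further: purified mutant Fbw7 with reduced substrate affinity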
# Target sequence (Q969H0 whole entry, looked up): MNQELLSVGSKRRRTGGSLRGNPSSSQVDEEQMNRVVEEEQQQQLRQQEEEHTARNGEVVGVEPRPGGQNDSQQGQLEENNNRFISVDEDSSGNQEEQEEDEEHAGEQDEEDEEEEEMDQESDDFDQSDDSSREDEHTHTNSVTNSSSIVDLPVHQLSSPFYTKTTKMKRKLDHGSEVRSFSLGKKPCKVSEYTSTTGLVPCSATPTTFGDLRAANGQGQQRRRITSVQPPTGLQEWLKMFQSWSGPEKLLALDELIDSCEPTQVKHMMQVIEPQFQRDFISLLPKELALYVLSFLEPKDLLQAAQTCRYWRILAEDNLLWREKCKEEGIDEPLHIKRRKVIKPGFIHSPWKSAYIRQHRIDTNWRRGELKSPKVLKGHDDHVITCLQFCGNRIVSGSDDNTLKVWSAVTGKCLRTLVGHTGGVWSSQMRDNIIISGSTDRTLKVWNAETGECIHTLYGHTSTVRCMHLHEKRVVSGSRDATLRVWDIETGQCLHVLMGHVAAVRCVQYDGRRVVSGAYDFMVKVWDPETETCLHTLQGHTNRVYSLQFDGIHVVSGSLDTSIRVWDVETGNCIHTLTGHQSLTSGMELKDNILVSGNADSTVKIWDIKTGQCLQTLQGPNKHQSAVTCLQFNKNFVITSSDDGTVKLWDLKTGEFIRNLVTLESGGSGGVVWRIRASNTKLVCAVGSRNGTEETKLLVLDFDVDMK
# TEAD-YAP block – TEAD-YAP interaction inhibition; HEK-TIYL cells, TEAD-Gal4/YAP UAS-luciferase luminescence; inhibition, % at 9.12 µM; hit rate 1.4% among 640,000; in the data active means inhibition above about 32%;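 further: 0% = median of test compound wells and 100% = reference inhibitor wells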
# MITF primary – inhibitors of human MITF; AlphaScreen MITF homodimerization, bead proximity signal; inhibition, % at 2.6 µM; hit rate 0.91% among 650,000; AID 1259374; in the data active means inhibition above about 50%;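 further: 0% = vehicle wells with protein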
# * marks the source's active call; other numbers are inactive results; x = no result given.
no.	molecule	TEAD-YAP block	FBW7 activator	GPR151 activ	MITF primary
1	CC(=O)NC1=NN(C(C)=O)C(c2ccccc2Cl)S1 (centres undefined)	2.8	0.0	0.1	3.6
2	COC(=O)/C(=C/c1ccccc1)NC(=O)c1ccc(OCC(C)C)cc1	4.4	-0.1	1.8	-2.1
3	CC(=O)c1cccc(NC(=O)c2cc3nc(-c4ccc(Br)cc4)cc(C(F)(F)F)n3n2)c1	7.3	0.3	0.0	12.7
4	O=C(Nc1ccc(N2CCOCC2)nc1)c1cccc(-n2cc(Nc3nnnn3-c3ccccc3Cl)cn2)c1	13.4	0.1	-0.4	-8.8
5	CCOC(=O)c1ccc(Nc2nc(=O)c3cccnc3s2)cc1	-3.5	0.3	-1.1	10.0
6	CN1CCN(C(=O)c2ccc(SCc3ccncc3)c([N+](=O)[O-])c2)CC1	-9.4	-0.1	1.2	-1.3
7	O=C(O)CCCCCNS(=O)(=O)c1ccc(Br)cc1	0.4	0.1	-0.5	13.4
8	C=CCOc1cccc(C(=O)NCc2ccccc2Cl)c1	-2.1	0.1	0.5	-7.1
9	Cc1ccccc1C(=O)N1C(=O)c2ccccc2S1(=O)=O	-5.0	0.9	-2.5	5.7
10	O=C(CSc1nnc2c(n1)[nH]c1ccccc12)NNC(=O)Cc1ccccc1	14.1	0.1	-0.7	3.8
11	CCOc1cc(/C=N/NC(=O)CN2CCCCC2)ccc1OCc1ccccc1	5.6	-0.1	-0.9	10.7
12	Nc1nc(SCC(=O)Nc2nccs2)[nH]c(=O)c1NC(=O)c1cccs1	1.4	0.2	0.4	10.1
13	CCC(C)NS(=O)(=O)c1ccc2c(c1)OCCN2C(C)=O (centres undefined)	1.4	0.1	-0.4	9.6
14	COc1ccc(C)cc1Nc1nc(C)cc(C)c1C(N)=O	-0.9	0.1	0.6	-5.4
15	CC(OC(=O)c1ccc(S(=O)(=O)N(C)C)cc1)c1ccccc1Cl (centres undefined)	-5.8	0.1	1.3	-1.4
16	Cc1c(Cl)cccc1NS(=O)(=O)c1ccc(NC(=O)c2ccco2)cc1	10.4	-0.2	1.3	6.1
17	COc1ccc(N(C(=O)c2ccco2)C(C(=O)NC2CCCC2)c2ccncc2)cc1 (centres undefined)	-4.5	0.1	-0.3	19.4
18	COC(=O)c1ccccc1NC(=O)Cn1c(=O)n(-c2ccccc2)c(=O)c2sccc21	10.9	-0.1	0.8	-10.8
19	CC(C)c1ccc(OCC(=O)NCc2ccccn2)c(Br)c1	-17.9	-0.3	-0.1	4.9
20	COC(=O)c1cnc(Nc2ccc(Cl)cc2OC)c2ccccc12	14.7	0.8	-1.3	10.3
21	Cc1ccc(-c2cc(C(F)(F)F)n3nc(C(=O)Nc4cc(Cl)ccc4Cl)cc3n2)cc1	12.2	0.0	0.4	23.2
22	CCCNC(=O)CSc1nnc(COc2cccc(Br)c2)n1N	-6.2	0.0	-0.2	1.7
23	Cn1c(SCC(=O)N2CCc3ccccc32)nnc1-c1cccs1	-0.2	0.8	0.8	-1.3
24	COc1ccc(/C=N/n2cnnc2)cc1COc1ccccn1	-6.7	0.1	-0.5	8.0
25	CN(c1ccccc1)S(=O)(=O)c1ccc(C(=O)Nc2nc(-c3ccc(Br)s3)cs2)cc1	4.4	0.0	0.0	-1.8
26	Cc1ccccc1NC(=S)N(Cc1cccnc1)Cc1ccco1	-7.4	-0.3	-0.4	7.4
27	CCn1c(SCc2nnc(-c3ccc([N+](=O)[O-])cc3)o2)nnc1-c1cccs1	17.1	0.1	-1.6	2.1
28	CN(Cc1cccc(F)c1)S(=O)(=O)c1ccccc1[N+](=O)[O-]	3.2	0.2	-0.8	21.6
29	COc1ccc(NC(=O)C(C)N(c2ccccc2)S(C)(=O)=O)c(OC)c1 (centres undefined)	-6.9	0.2	0.2	4.6
30	COc1ccc(-c2nc3cc(NC(=O)c4oc(=O)c5ccccc5c4-c4ccccc4)ccc3o2)cc1Br	5.5	0.0	2.2	9.3

# Continued, starting with the last 3 of the part before.
no.	molecule	TEAD-YAP block	FBW7 activator	GPR151 activ	MITF primary
28	CN(Cc1cccc(F)c1)S(=O)(=O)c1ccccc1[N+](=O)[O-]	3.2	0.2	-0.8	21.6
29	COc1ccc(NC(=O)C(C)N(c2ccccc2)S(C)(=O)=O)c(OC)c1 (centres undefined)	-6.9	0.2	0.2	4.6
30	COc1ccc(-c2nc3cc(NC(=O)c4oc(=O)c5ccccc5c4-c4ccccc4)ccc3o2)cc1Br	5.5	0.0	2.2	9.3
31	CN1C(=O)c2ccc(NC(=O)C3CC(=O)N(c4ccccc4)C3)cc2C1=O (centres undefined)	15.3	1.0	0.6	3.8
32	CNC(=O)CCCc1nc(-c2ccc(Cl)cc2)no1	-30.4	-0.1	1.3	2.6
33	CCOc1ccc(-c2cn(S(=O)(=O)c3cc(Cl)sc3Cl)nc2N)cc1	-2.7	-0.3	-0.4	-10.8
34	Cc1cc2cc(CN(CCCO)C(=O)Nc3ccccc3)c(=O)[nH]c2cc1C	7.5	0.1	0.0	15.2
35	O=C1C2C(c3ccc(Br)cc3)OC3(C(=O)c4ccccc4C3=O)C2C(=O)N1c1ccc(F)cc1 (centres undefined)	-7.6	0.1	1.1	-0.6
36	O=C(Nc1ccc(Oc2ccccc2)cc1)c1cnc(-c2cccs2)s1	-3.3	0.3	0.6	53.4*
37	O=C(CCCCCn1c(=S)[nH]c2ccccc2c1=O)NCc1ccco1	-4.4	0.1	0.2	8.7
38	COc1ccccc1NC(=O)c1sc(NC(=O)c2cccc([N+](=O)[O-])c2)c(C#N)c1C	2.7	-0.3	1.0	-8.8
39	CC(=O)c1ccc(NC(=O)C(Cc2ccccc2)N2C(=O)c3ccccc3C2=O)cc1 (centres undefined)	-7.5	0.2	-0.7	2.9
40	CCOc1ccccc1NC1=C(Cl)C(=O)N(c2ccccc2C)C1=O	-5.7	0.1	1.1	22.7
41	CC1CC(C)CN(S(=O)(=O)c2cccc(C(=O)N3C(=O)c4cccc(N)c4C3=O)c2)C1 (centres undefined)	-0.2	0.0	-0.3	2.9
42	O=C1NCCN(Cc2cccnc2)C1CC(=O)N1CCCC1 (centres undefined)	0.0	-0.2	1.4	0.6
43	CC(C)(C)C1CCc2c(sc(NC(=O)c3cnn4c(C(F)(F)F)cc(-c5ccc(Br)cc5)nc34)c2C#N)C1 (centres undefined)	10.7	0.2	-0.2	1.3
44	O=C(COC(=O)c1ccc(F)cc1)c1ccccc1	2.7	-0.1	-0.7	-5.8
45	COc1ccc(Cl)cc1-n1c(=O)c(C#N)cc2c(=O)n3cccc(C)c3nc21	1.0	0.9	-0.5	8.5
46	Cc1nnc(SCC(=O)N2CCc3ccccc32)n1/N=C/c1ccc(Cl)cc1	5.0	0.0	-0.1	6.9
47	COc1ccc(OC)c(CN2CCc3nnc(CNC(=O)c4ccccc4)n3CC2)c1	2.6	-0.1	0.0	-7.4
48	CCN(c1cccc(C)c1)S(=O)(=O)c1ccc(F)c(C(=O)Nc2ccc(Cl)cc2Cl)c1	-7.7	0.1	-0.5	1.4
49	Cc1ccc(-c2nnc(Nc3ccc4c(c3)ncn4-c3ccccc3C)c3ccccc23)cc1	8.4	0.0	-0.7	1.1
50	CC(=O)Nc1ccc(Nc2nc(NC3CCC(O)CC3)nc3c2ncn3C(C)C)cc1 (centres undefined)	5.6	0.0	-3.2	-3.0
51	CCCCNc1nnc(SCC(N)=O)s1	2.6	0.1	0.3	5.3
52	CC(=O)Nc1nc(-c2ccc(Cl)cc2Cl)cs1	50.0*	0.1	1.4	-4.0
53	Nc1ncnc2nc(SCc3ccccc3Cl)[nH]c12	-4.8	0.1	-0.2	13.0
54	CCCCCNC(=O)CCCC1=NS(=O)(=O)c2ccccc2N1	5.6	0.1	-0.6	9.9
55	CC1CCCN(C(=O)C(F)(F)C(F)(F)C(=O)N2CCCC(C)C2)C1 (centres undefined)	8.6	0.5	0.0	9.0
56	Cc1cccc2cc(C#N)c(SCC(=O)Nc3nnc(C(F)(F)F)s3)nc12	-23.9	-0.1	0.0	-5.7
57	O=c1oc2ccc(Br)cc2cc1-c1csc(CCCCc2nc(-c3cc4cc(Br)ccc4oc3=O)cs2)n1	-5.0	0.2	-0.2	14.9
58	O=C(N/N=C\c1ccc([N+](=O)[O-])cc1)c1cccc2cc[nH]c12	-16.5	0.2	1.3	1.6
59	O=C(Nc1ccc(O)c(-c2nc3cc(Cl)ccc3o2)c1)c1ccc(Cl)c([N+](=O)[O-])c1	12.0	0.0	0.0	5.3
60	COc1ccc(-c2nnc3ccc(SCC(=O)Nc4cccc(C)c4)nn23)cc1	-8.3	0.0	-0.4	6.6
61	Cc1ccc(C)c(OCCOCCN(C)CCO)c1C	12.4	0.0	-0.2	-5.6
62	CC(NC(=O)c1csc2ccccc12)C1CCCO1 (centres undefined)	-14.0	0.3	1.4	-3.3
63	COc1ccc(-c2nnc(NC(=O)c3ccc(S(=O)(=O)N4CCCC4)cc3)o2)cc1	1.2	-0.1	1.6	14.1
64	COc1ccccc1NC(=S)N(C(C)C)C1CCN(C(C)C)CC1	-2.3	0.0	0.5	7.1
65	Cc1ccc(C(=O)Oc2cc(C)cc(OC(=O)c3ccc(C)cc3)c2)cc1	-0.9	0.1	1.1	14.2
66	COc1cccc(C(=O)N2N=C(c3cccnc3)CC2(O)C(F)(F)F)c1 (centres undefined)	5.5	-0.1	-0.3	7.3
67	COC(=O)C1=C(C)N(Cc2cccnc2)C(=O)/C1=C\c1ccc(Cl)c(Cl)c1	12.1	-0.3	0.5	13.9
68	CS(=O)(=O)N(CC(=O)Nc1ccc(F)c(F)c1)c1ccccc1F	1.0	0.0	3.4	-7.8
69	N#Cc1cc(-c2ccnc(Nc3ccc4c(c3)OCO4)n2)cc(N2CCOCC2)c1	-9.1	0.1	-0.5	9.5
70	CSc1cccc(NC(=O)c2coc(=O)c3ccccc23)c1	11.3	0.3	-0.4	6.4
71	Cc1ccc(NC2OCC(O)C(O)C2O)cc1[N+](=O)[O-] (centres undefined)	7.1	-0.4	0.6	13.4
72	Fc1ccc(Cc2nc3ccccc3[nH]2)cc1	7.2	0.0	-0.8	12.3
73	O=c1c[n+]([O-])c2ccccc2n1OCc1ccc(Cl)cc1	2.9	0.3	0.6	6.1
74	COc1ccc(COC(=O)C2=C(C)NC3=C(C(=O)CCC3)C2c2ccc(OC)c(OC)c2)cc1 (centres undefined)	-2.9	0.2	1.2	-2.8
75	CC(C)(C)NC(=O)CSc1nc2ccccc2n1CC(=O)N1CCOCC1	-1.2	-0.1	0.6	0.0
76	O=C(CSc1ccccc1C(=O)O)NC1CCCCCC1	-7.4	0.0	0.9	4.6
77	CCn1c(SCC(=O)N2CCc3ccccc32)nnc1-c1ccc2c(c1)OCO2	-0.4	0.2	0.5	8.0
78	O=C(c1c(O)c2ccc(Cl)cc2[nH]c1=O)C1CC1	x	1.1	-0.5	-2.7
79	CCOC(=O)c1sc2nc(CN3CCCC(C(=O)OCC)C3)[nH]c(=O)c2c1C (centres undefined)	2.4	-0.2	1.6	3.4
80	Cn1c(Nc2nc3ncnc(NCCCN4CCCC4=O)c3[nH]2)nc2ccccc21	4.3	-0.1	-0.2	18.7
81	CN(Cc1cnn(C)c1)C(=O)CC1(c2ccc(-c3ccccc3)cc2)CC(=O)N(C)C1=O (centres undefined)	-8.8	-0.2	-1.0	-7.6
82	Cc1cccc(NC(=O)C2C(=O)NNC2c2ccccc2O)c1 (centres undefined)	-61.7	0.9	-2.6	14.1
83	COc1ccccc1NC(=O)CCN1C(=O)c2ccccc2C1=O	12.7	0.0	-0.4	-7.6
84	CCOC(=O)c1c(-c2ccccc2)csc1NC(=O)C(F)(F)F	-7.2	-0.1	-1.4	0.6
85	Cc1ccc2c(c1)CC(c1nc3ccc(-c4ccncc4)cc3c(=O)[nH]1)CO2 (centres undefined)	-2.5	0.2	0.4	19.2
86	Cc1ccc(S(=O)(=O)Nc2ccc(N(C)C)cc2)cc1	10.0	-0.5	-0.7	17.2
87	Cc1noc(C)c1NC(=O)NC1CCCc2ccccc21 (centres undefined)	-0.1	0.0	-0.4	-13.6
88	COc1cc(N2CCOCC2)ccc1/C=C1\C(=O)NC(=O)N(c2ccc(Cl)cc2)C1=O	10.8	-0.4	0.7	-4.5
89	CCCCCOC(=O)C1=C(C)NC2=C(C(=O)CCC2)C1c1ccccn1 (centres undefined)	-1.6	0.1	-0.5	6.3
90	COc1ccc(S(=O)(=O)n2c(=O)n(S(=O)(=O)c3ccc(OC)cc3)c3ccccc32)cc1	0.8	0.1	-0.6	7.1

# The listing continues:
no.	molecule	TEAD-YAP block	FBW7 activator	GPR151 activ	MITF primary
91	CC(=O)Nc1ccc(S(=O)(=O)N2CCC(N3CCC(C)CC3)CC2)cc1	5.2	-0.1	1.2	35.1
92	O=C(CCNS(=O)(=O)c1ccc2[nH]c(=O)ccc2c1)Nc1ccc(F)c(Cl)c1	-4.2	-0.1	-0.7	-4.1
93	CC1CC(C)CN(S(=O)(=O)c2ccc(F)c(C(=O)NCc3ccccc3)c2)C1 (centres undefined)	-2.8	0.1	-0.3	-12.9
94	COc1ccc(C)cc1NC(=O)CCN1CCOCC1	2.8	0.2	-0.3	15.1
95	COCC(C)N1CCC(CO)(Cc2ccc(Cl)cc2)CC1 (centres undefined)	0.3	-0.2	3.4	-7.7
96	O=C(Cn1c(SCC(=O)N2CCCC2)nc2ccccc21)NC1CCCC1	3.7	0.1	-0.7	-14.7
97	O=C(CCl)N(CC1CCCO1)c1nc(-c2ccc(Br)cc2)cs1 (centres undefined)	-14.0	0.4	-0.6	6.9
98	COC(C(=O)O)c1ccc(Cl)c(Cl)c1 (centres undefined)	1.8	-0.1	-0.5	10.8
99	Cc1nc2scc(C)n2c(=O)c1NC(=O)C(c1ccccc1)c1ccccc1	6.7	0.0	1.1	0.1
